Tb PGK inh: inhibitors of T. brucei phosphoglycerate kinase | P07378 | AID 602233 | Potency, µM (top dose mostly 57.5 µM), inactives show at the highest dose activity change, negative = inhibition, actives largely listed as inhibitors | hit rate 0.043% among 380,000 | PGK/GAPDH coupled, Kinase-Glo luminescence, 60 min; also: potency is read from the fitted curve at half-maximal effect; % is scaled to controls: 0 for no effect and ±100 for the full control effect; nearly all actives have a fitted effect of over 60% in size
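Luminescent ATP detection (Kinase-Glo Plus) follows a 60-minute room-temperature incubation, with wells lacking PGK as controls. Buffer: 100 mM TEA (pH 7.6), 5 mM MgCl2, 0.01% Tween-20. Coupling enzyme GAPDH (100 nM final) supplies unstable 1,3-BPG in-well.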
GLS inh: inhibitors of human glutaminase (GLS). O94925. GLS enzymatic activity, qHTS titration. Potency, µM (doses to about 45.5 µM), inactives show at the highest dose activity change, negative = inhibition, actives largely listed as inhibitors. hit rate 0.21% among 410,000. AID 624170; also: potency is read from the fitted curve at half-maximal effect; % is scaled to controls: 0 for no effect and ±100 for the full control effect
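hKGA in 45 mM KH2PO4 pH 8.2, 0.02% Tween-20 with pin-transferred compounds; 1 mM L-glutamine (stock) plus glutamate oxidase/HRP/Amplex Red coupling added. Fluorescence read initially and after 30 min at RT.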
JMJD2A Tudor inh: JMJD2A Tudor domain (human) inhibition; AID 504339; AlphaScreen JMJD2A-Tudor / H3K4me3 peptide binding; hit rate 4.4% among 390,000; Potency, µM (doses to about 114 µM), for inactives: at the highest dose activity change, negative = inhibition, actives largely listed as inhibitors; O75164; also: potency is read from the fitted curve at half-maximal effect; % is scaled to controls: 0 for no effect and ±100 for the full control effect; nearly all actives have a fitted effect of over 50% in size
BAZ2B inh: BAZ2B (human) inhibition. Q9UIF8. AlphaScreen BAZ2B-H3K14Ac peptide displacement. Potency, µM (series often up to 114 µM), without a hit: at the top dose activity change, negative = inhibition, hits mostly inhibitors. hit rate 4.4% among 360,000; also: potency is read from the fitted curve at half-maximal effect; % is scaled to controls: 0 for no effect and ±100 for the full control effect; nearly all actives have a fitted effect of over 60% in size
Target sequence (Q9UIF8 whole entry, looked up): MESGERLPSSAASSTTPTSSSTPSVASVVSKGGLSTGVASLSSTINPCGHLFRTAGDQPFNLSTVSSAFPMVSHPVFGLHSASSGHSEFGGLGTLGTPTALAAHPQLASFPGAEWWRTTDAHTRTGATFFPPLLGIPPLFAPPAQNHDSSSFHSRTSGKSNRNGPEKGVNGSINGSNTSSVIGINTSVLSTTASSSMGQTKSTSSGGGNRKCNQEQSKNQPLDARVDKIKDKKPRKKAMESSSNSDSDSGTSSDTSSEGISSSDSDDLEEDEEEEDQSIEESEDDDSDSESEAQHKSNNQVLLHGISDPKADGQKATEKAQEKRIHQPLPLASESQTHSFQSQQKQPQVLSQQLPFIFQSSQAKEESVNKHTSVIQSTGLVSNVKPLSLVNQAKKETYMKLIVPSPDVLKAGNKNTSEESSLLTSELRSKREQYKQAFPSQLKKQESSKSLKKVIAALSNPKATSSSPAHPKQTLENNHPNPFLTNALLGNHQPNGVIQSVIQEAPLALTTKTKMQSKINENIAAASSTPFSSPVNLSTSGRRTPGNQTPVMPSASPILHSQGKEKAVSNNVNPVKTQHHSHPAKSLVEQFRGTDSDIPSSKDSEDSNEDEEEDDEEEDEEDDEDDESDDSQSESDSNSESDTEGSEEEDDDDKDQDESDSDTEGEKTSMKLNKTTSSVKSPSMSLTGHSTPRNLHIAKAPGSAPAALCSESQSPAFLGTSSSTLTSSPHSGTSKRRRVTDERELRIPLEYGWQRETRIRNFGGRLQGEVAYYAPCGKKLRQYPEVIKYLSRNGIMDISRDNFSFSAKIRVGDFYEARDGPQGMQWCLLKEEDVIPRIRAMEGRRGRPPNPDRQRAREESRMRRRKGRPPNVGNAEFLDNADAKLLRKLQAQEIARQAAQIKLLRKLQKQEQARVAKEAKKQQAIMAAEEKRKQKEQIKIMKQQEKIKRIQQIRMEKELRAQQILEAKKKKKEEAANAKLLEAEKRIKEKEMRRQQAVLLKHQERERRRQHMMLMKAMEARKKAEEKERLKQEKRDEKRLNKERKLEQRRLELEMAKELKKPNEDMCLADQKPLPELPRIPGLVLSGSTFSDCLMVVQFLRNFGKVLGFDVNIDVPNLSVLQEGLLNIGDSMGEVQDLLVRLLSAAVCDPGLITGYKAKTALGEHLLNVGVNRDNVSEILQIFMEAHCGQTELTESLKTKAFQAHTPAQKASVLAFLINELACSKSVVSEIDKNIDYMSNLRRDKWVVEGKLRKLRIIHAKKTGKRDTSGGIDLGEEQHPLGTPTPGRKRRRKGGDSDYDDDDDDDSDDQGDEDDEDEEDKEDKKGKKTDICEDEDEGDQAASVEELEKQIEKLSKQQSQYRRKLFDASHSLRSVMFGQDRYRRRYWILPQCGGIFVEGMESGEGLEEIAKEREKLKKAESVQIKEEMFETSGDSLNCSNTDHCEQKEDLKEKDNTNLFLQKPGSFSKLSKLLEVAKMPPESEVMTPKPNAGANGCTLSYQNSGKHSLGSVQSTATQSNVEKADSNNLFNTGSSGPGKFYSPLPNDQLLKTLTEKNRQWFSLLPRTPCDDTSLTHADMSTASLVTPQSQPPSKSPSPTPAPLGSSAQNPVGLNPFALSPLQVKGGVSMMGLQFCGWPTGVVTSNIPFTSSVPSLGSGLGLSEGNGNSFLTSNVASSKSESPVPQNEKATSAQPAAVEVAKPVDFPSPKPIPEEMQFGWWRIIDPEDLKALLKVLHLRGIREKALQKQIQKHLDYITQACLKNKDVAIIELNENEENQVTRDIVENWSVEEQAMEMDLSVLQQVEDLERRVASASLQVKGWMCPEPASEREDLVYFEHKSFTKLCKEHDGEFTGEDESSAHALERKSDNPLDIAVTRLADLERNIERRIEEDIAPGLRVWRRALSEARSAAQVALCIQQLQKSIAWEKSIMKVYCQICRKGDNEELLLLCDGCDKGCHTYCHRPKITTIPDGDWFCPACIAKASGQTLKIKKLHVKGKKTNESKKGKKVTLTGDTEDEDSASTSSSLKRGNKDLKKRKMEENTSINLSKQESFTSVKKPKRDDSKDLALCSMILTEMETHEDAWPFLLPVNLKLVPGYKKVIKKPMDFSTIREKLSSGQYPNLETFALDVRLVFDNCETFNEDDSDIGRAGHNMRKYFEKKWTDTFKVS
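AlphaScreen luminescence quantifies BAZ2B engagement of H3K14Ac peptide; the protein and biotinylated peptide are both at 50 nM final, buffer PBS pH 7.4 with 0.01% Tween-20, all steps at room temperature.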
ERG-DNA inh: inhibitors of human ERG Ets domain-DNA interaction; Potency, µM (titrated, usually from 76.9 µM), for inactives: top-dose FP activity, negative = inhibition, most hits filed as inhibitors; hit rate 0.028% among 370,000; AID 624246; P11308; fluorescence polarization, His-ERG Ets domain / labelled DNA; active = well fitted inhibition curve with a large enough effect in the polarisation, with a control signal flat; inconclusive = small, poorly fitted or top-dose-only effect, or effect the other way, or a change in a side signal; inactive = no such curve, though single readings can be large or run the other way; the % refers to the polarisation;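 also: polarization taken with two DNA probes labelled with fluorescein and Texas red; potency is read from the fitted curve at half-maximal effect; % of control where 0% means no effect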
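His-tagged ERG Ets domain (1 uM in the protein solution; 300mM KCl, 50mM Tris-HCl, 1mM EDTA, 1mM DTT, pH 7.5) received compound, then a probe mix of 5 nM fluorescein-DNA and 100nM Texas-615-DNA. Fluorescence polarization was read for both dyes.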
PI4K2A block: PI4K2A (human) kinase inhibition; purified PI4K2A, ADP-Glo luminescence, 1 h; stronger effect = lower value; hit rate 0.13% among 420,000; Q9BTU6; AID 1346378; activity change, negative = inhibition, % at 76.9 µM; in the data active = activity change below about -50%; inconclusive = mostly about -30% to -49%;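 also: -100% = wells without enzyme as full effect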
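PI4K2A activity was measured by ADP-Glo luminescence: enzyme (4 ug/mL stock) and phosphatidylinositol (1.2 mM stock) in Tris pH 7.5/MgCl2/EGTA/Triton X-100 buffer were reacted with ATP (300 microM stock) for one hour at ambient temperature.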
Pin1 inh: blocks the human prolyl isomerase Pin1 | Potency, µM (titrated, usually from 115 µM), for inactives: top-dose activity, negative = inhibition, hits mostly inhibitors | Pin1 FP peptide displacement, HiFluor488, 10 min | Q13526 | hit rate 0.009% among 390,000; active = well fitted inhibition curve with a large enough effect in the polarisation, with a control signal flat, not every such curve was filed as active; inconclusive = small, poorly fitted or top-dose-only effect, or effect the other way, or a change in a side signal; inactive = no such curve, though single readings can be large or run the other way; the % refers to the polarisation; also: potency is read from the fitted curve at half-maximal effect; % is scaled to controls: 0 for no effect and ±100 for the full control effect
HP1b binding inh: HP1-beta chromodomain-methylated histone interaction inhibition | P83916 | AlphaScreen HP1-beta / biotin-H3K9me3 peptide binding | Potency, µM (series often up to 114 µM), without a hit: at the highest dose activity change, negative = inhibition, hits mostly inhibitors | hit rate 0.56% among 390,000; also: potency is read from the fitted curve at half-maximal effect; nearly all actives have a fitted effect of over 70% in size; inactives centre near 23
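HP1-beta protein (50 nM final) preincubated 30 min at room temperature with biotinylated H3(1-18)K9me3 peptide (50 nM) in PBS pH 7.4, 0.01% Tween-20, then compound added for 30 min. AlphaScreen streptavidin donor/nickel chelate acceptor beads (10 ug/mL final), 30 min dark, luminescence read.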
G9a block: inhibitors of human histone lysine methyltransferase G9a; G9a H3K9 monomethylation, AlphaScreen, 2 h; Potency, µM (highest dose often 102 µM), for the others: top-dose activity, negative = inhibition, actives largely listed as inhibitors; hit rate 8.8% among 350,000; AID 504332; also: potency is read from the fitted curve at half-maximal effect; % is scaled to controls: 0 for no effect and ±100 for the full control effect; nearly all actives have a fitted effect of over 75% in size
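Chemiluminescent proximity detection of H3K9 monomethylation, read after 10 min bead incubation in the dark. Reaction: 20 nM G9a, 500 nM biotin-H3K9 peptide, 20 uM SAM cofactor, 2 h, room temperature, following 15 min enzyme-compound preincubation.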
An asterisk follows results filed as active; i = inactive; ? = inconclusive; / = no result given; & = joins results of further samples; [ ] = remark or other dose. Unless noted, calls follow the shape of the dose curve; as a rule, active = well fitted curve in the direction sought with a large enough effect; inconclusive = small, poorly fitted or top-dose-only effect, or another doubt; inactive = no such curve, though single readings can be large; an effect the other way counts as inactive or inconclusive.

SMILES,Tb PGK inh,GLS inh,JMJD2A Tudor inh,BAZ2B inh,ERG-DNA inh,PI4K2A block,Pin1 inh,HP1b binding inh,G9a block
COc1ccc(C(=O)C[n+]2ccc(-c3nnc4n3CCC4)cc2)cc1,2%,-5%,-2%,-1%,/,0,0%,27%,-22%[59 µM]
COc1ccccc1NS(=O)(=O)c1cc(C(=O)N2CCN(C/C=C/c3ccccc3)CC2)ccc1C,-4%,-1%,?,-28%,-1%,3,3%,-5%,13%
CC1Nc2ncnc(N3CCc4ccccc4C3)c2N(Cc2ccc(Br)cc2)C1=O (centres undefined),-7%,-3%&0%,-22%,-8%,26%,5&1,?,29%,5%[2.33 µM]
Nc1nc(-c2ccco2)nn1S(=O)(=O)c1ccc(Cl)cc1,i,-2%,-14%,-12%,1%,3,-2%,-9%,-1%
O=C(NCCN1CCOCC1)c1cc(-c2ccc(Cl)cc2)on1,-2%,-2%,-8%,-21%,-3%,2,0%,6%,?
COc1ccc(Nc2nc(S(=O)(=O)c3ccc(C)cc3)c(Cl)s2)cc1,6%,-5%,?,-32%,0%,1,1%,-4%,45µM*
COc1ccc(C(=O)c2c[nH]c(C(=O)NCc3ccco3)c2)cc1,i,-10%,-2%,-5%,-3%,1,2%,15%,22%
CC(=O)c1c(OC(=O)c2ccccc2)c2ccccc2n1C,-9%,-1%,15%,4%[57.1 µM],/,-1,1%,65%[activator],82%[activator]
CCC1CCCCN1CCCNC(=O)Cn1nc(-c2ccc(C)cc2)ccc1=O (centres undefined),-10%,12%,-20%,-3%,/,-1,2%,5%,9%[12.7 µM]
O=C(Nc1ccc(OC(F)(F)F)cc1)c1[nH]ncc1[N+](=O)[O-],-5%,5%,-6%,7%,17%,-5,?,26%,11%
O=C(NCc1cccnc1)c1cccc(S(=O)(=O)Nc2cccc(Cl)c2)c1,4%,4%,-10%,8%,0%,0,-1%,31%,11%[59 µM]
CCOC(=O)C1=C(CS(=O)(=O)c2ccccc2)NC(=O)NC1c1ccc(O)c(OC)c1 (centres undefined),2%,0%,-4%,-4%,-3%,-7,-1%,1%,13%
CCC1=NN2C(=N)/C(=C\c3cccn3-c3ccc(Cl)cc3)C(=O)N=C2S1,0%,20%,-36%,?,-2%,-2,9%,-4%,-9%[59 µM]
COC(=O)/C(C#N)=C/c1c(Oc2cccc(C)c2C)nc2ccccn2c1=O,-4%,-30%,-12%,-3%,-15%,2,-5%,13%,-2%[12.7 µM]
COC(=O)c1cn(NC(=O)c2cc(OC)c(OC)c(OC)c2)c(=O)c2ccccc12,0%,10%,-7%,2%[57.1 µM],-4%,6,6%,25%,8%
CCC/C(O)=C1\C(=O)CCCC1=NCCCCCC(=O)O,9%,2%,-5%,3%,-11%,-6,?,21%,2%
COc1ccc(NC(=O)Nc2ccc(N3CCCC3=O)cc2)cc1OC,8%[11.5 µM],20%,-5%,1%,/,-2,1%,15%,9%[12.7 µM]
CC(C)(C)c1[nH]c2ccccc2c1/C=N/O,-2%,22%,-8%,-1%,-3%,-2,1%,1%,-49%
Cc1sc(NC(=S)NC(=O)c2ccco2)c(C(N)=O)c1C,-6%,-19%,-15%[11.4 µM],-2%,7%,4,?,3%,40µM*
COc1ccc(CNC(=O)c2cc(=O)c3c(C)cc(C)cc3o2)cc1,/,2%,-18%,-4%,5%,-4,7%,29%,-1%
Nc1ccc(S(=O)(=O)Nc2nccc(/C=C/c3ccc(Br)s3)n2)cc1,i,0%,-25%[11.4 µM],-17%,15%,-2,30%[activator],?,2%
OCCOCCn1c(C(CO)Nc2nc(-c3cccc(Br)c3)cs2)nc2ccccc21 (centres undefined),5%,11%,?,/,7%,0,?,-20%,/
COc1ccccc1/C=C/C(=O)OCCCN(C)C,-4%,-4%,-16%,-22%,-4%,1,-1%,0%,-37%
Cc1ccc(C)c(OCC(=O)Nc2c[nH]c(=O)[nH]c2=O)c1,1%,1%,4%,0%,-1%,-2,-3%,17%,-3%[59 µM]
Cc1ccc(C)c(S(=O)(=O)N2CCN(C(=O)Cc3ccsc3)CC2)c1,0%,-11%,-5%,-19%,5%,5,-15%,51%[activator],13%
Cc1ccc(Cl)cc1NC(=O)N1CCC2(CC1)Oc1ccccc1C(=O)N2Cc1ccccc1F,/,-13%,-3%,0%,-1%,-2,14%,59%[activator],0%[59 µM]
CCc1ccc(NC(=O)Nc2cc(C(=O)O)ccc2N2CC3CC(C2)c2cccc(=O)n2C3)cc1 (centres undefined),-8%,12%,-23%,-14%,-5%,2,-9%,56%[activator],-10%[59 µM]
Cc1ccc(C(=O)N/C(=C\c2cccc([N+](=O)[O-])c2)C(=O)NC(Cc2ccccc2)C(=O)O)cc1 (centres undefined),-4%,-5%,-15%,-8%,6%,-4,?,26%,-2%
COc1cc2nc(NC(=O)c3ccc(S(=O)(=O)N4CCCC4)cc3)sc2cc1OC,i,-2%,-10%,4%,-6%,-2,0%,28%,-26%[59 µM]
Cc1cc(S(=O)(=O)N2CCN(c3ccc(F)cc3)CC2)c(C)s1,i,-4%,-11%,5%,1%,-1,-3%,20%,2%
NC(=O)C1CCN(C(=O)CCSCc2ccccc2)CC1,i,-1%,-12%,-36%,-5%,-6,-6%,29%,12%
CCCC(=O)Nc1ccc(NC(=O)Cc2ccccc2)cn1,-4%,-2%,-9%,-1%,4%,2,-4%,38%,-27%[12.7 µM]
Cc1cc(Nc2ccccc2C(=O)O)n(-c2cccc(Cl)c2)n1,-2%,2%,-13%,-10%,14%,-1,1%,28%,4%[59 µM]
Cn1c(SCC(=O)NCC2COc3ccccc3O2)nnc1C(F)(F)F (centres undefined),2%,3%,-4%,/,-1%,-2,-14%,16%,/
OC[C@H]1OC(O)[C@H](O)[C@@H]1O (some centres undefined),-2%,0%,-17%,-4%,12%,3,-6%,25%,3%[59 µM]
Cc1ccc(CN2C(=O)[C@@H]3Cc4c([nH]c5ccccc45)C(C)(C)N3C2=O)cc1,0%,0%,-26%,/,/,7,5%,27%,/
CC1CCc2nn(CC(=O)NCc3ccco3)cc2C1 (centres undefined),5%,4%,?,6%,4%,-2,3%,-21%,4%
Cc1ccc(SCC(=O)OCC(=O)N(C)CC(=O)Nc2ccccc2Cl)cc1C,6%,-7%,-6%,-2%,-5%,-1,1%,14%,/
COc1ccccc1NC(=S)N(CCc1ccc(OC)c(OC)c1)Cc1ccccn1,i,7%,-26%,-16%,5%,-1,-7%,-3%,2%[59 µM]
NC(=O)Nn1c(CCC(=O)O)ccc1-c1ccc(Cl)cc1,-3%,2%,-19%,-18%,-14%,3,-8%,1%,21%[12.7 µM]
COc1ccc(NC(=O)CC2C(=O)N(Cc3cccs3)C(=S)N2C(C)C)cc1 (centres undefined),i,-16%,-3%,-35%,-10%,4,-7%,21%,?
O=C(Cn1cnc2c(OCc3ccccc3)ncnc21)NCCCN1CCCC1=O,3%,20%,-19%,/,-6%,-3,-1%,34%,/
CC(C)Cn1c(S(=O)(=O)O)nc2ccccc21,-5%,8%,-26%,-20%,-4%,1,0%,27%,/
Nc1cccc2c3c(oc12)CCCC3,i,14%,-28%,-27%,-4%,-6,4%,21%,40µM*
O=C(c1ccc([N+](=O)[O-])cc1)N1CCSC1c1ccc(Br)cc1 (centres undefined),0%,-25%,-12%[11.4 µM],?,11%,2,0%,16µM*,?
Cc1cc(C)nc(NC(=O)CSc2nnnn2-c2ccccc2)n1,1%,11%,-5%,-6%,-9%,3,?,11%,-8%
CCc1ccc(C2CC(=O)c3c([nH]c(C(=O)OC4CCCCCC4)c3C)C2)cc1 (centres undefined),-2%,-1%,-1%,1%,7%,1,2%,22%,-25%[59 µM]
COc1ccc(OC)c(NC(=O)c2oc3c(c2C)C(O)CC(C)(C)C3)c1 (centres undefined),-9%,-6%,-29%,?,-8%,13,5%,-13%,?
Cn1cccc1-c1nc2ccc(NC(=O)c3cccs3)cc2[nH]1,9%,18%,56µM*,35µM*,0%,9,0%,50µM*,?
O=C1c2ccccc2C(=O)N1c1ccc(Br)c2cccnc12,-6%,0%,-4%,-1%,4%,-3,-9%,26%,7%
CC1(C)CSC(=NCc2ccccc2)N1C(=O)c1cccc([N+](=O)[O-])c1,2%,3%,-19%,-6%,/,-2,-1%,1%,13%

Compound activity deposited in PubChem BioAssay by National Center for Advancing Translational Sciences (NCATS).
